Source: PubChem (several laboratories)
T cell HTS – modulates CD8 T cell binding to vesicles; 2C CD8+ T cell-vesicle binding, flow cytometry; stronger effect = lower value; calls only at 7 µM; 330,000 tested, 0.068% active;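 active means response, share of CD8 T cells binding vesicles, and their 90th percentile fluorescence all below set limits, cut at about 80% in these data, passing the limit was not always enough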
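Test system: purified 2C TCR transgenic mouse naive CD8+ T cells. Probe or stimulus: QL9-peptide-loaded Drosophila micro-vesicles bearing Ld, ICAM-1 and B7-1. Incubation: binding step 1.5 h, 37 °C, antibody labelling 20 min, ice. Measured by: flow cytometry of vesicle-bound cells.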
b-catenin transl – modulators of beta-catenin nuclear translocation; HeLa beta-catenin nuclear translocation, immunofluorescence imaging; nuclear translocation activity, % at 5 µM; 190,000 tested, 0.3% active;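 active means nuclear translocation activity above 50% at 5 µM, with a well cell count of 50 or more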;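 further: per-cell ratio of nuclear to cytoplasmic median beta-catenin stain intensity; plate controls were DMSO negative control for no effect and GSK-3 inhibitor IX positive control for full effect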
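System: HeLa cells, endogenous beta-catenin; compound dosing: 5 µM primary single dose, 0.1% DMSO, 0.02–20 µM confirmation series; incubation: 24 h compound exposure at 37°C, 5% CO2; signal: beta-catenin immunofluorescence imaging with DAPI; evaluation: % activation, nuclear-to-cytoplasmic median beta-catenin signal ratio per cell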
MT stabilizer – stabilizes microtubules in HeLa cells | 200,000 tested, 0.83% active | AID 2205 | % tubulin-high responders, % at 10 µM | HeLa tubulin immunostaining HCS, 24 h; share of cells brighter than vehicle mean+2SD;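 active means plate Z-score above 3 for both tubulin-high and condensed-nucleus cell shares, with cell loss under 80%, at 10 µM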;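 further: anti alpha tubulin signal scored within the nucleus-defined area of each cell; some results filed as inactive read as strong as hits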
Autophagy mod – modulators of autophagy; calls only at 10 µM (by protocol); 190,000 tested, 0.98% active; AID 463193; MEF GFP-LC3 puncta imaging; test concentration mostly 10 µM;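 active means percentage of spot-positive cells more than 3 SD above its plate mean, without a fluorescence outlier flag or 80% toxicity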;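 further: spot-positive cell cutoff set from DMSO-treated cells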
WT yeast gro inh – growth inhibition of WT yeast, mitochondrial fusion screen; inhibition, % at 10 µM; 190,000 tested, 2.1% active; AID 1362; mitochondrial fusion phenotypic screen, WT strain; in the data active means inhibition above about 58%; tested in S. cerevisiae
M1AAP inhibition – P. falciparum M1AAP inhibitors, biochemical, fluorogenic H-Leu-NHMec substrate, 1536-well (AID 1445); recombinant M1AAP, H-Leu-NHMec fluorogenic kinetic assay; higher % means a stronger effect; inhibition, % at 30 µM; hits with a dose series show IC50 in µM; 220,000 tested, 0.42% active;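 active means primary inhibition above the hit cutoff, then over 50% inhibition at one or more dose response concentrations, cut at about 23% in these data, passing the limit was not always enough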;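 further: plate controls were DMSO full reaction for no effect and no enzyme background for full effect; strong numbers were not always called active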
P. falciparum M17LAP – P. falciparum M17LAP inhibitors, primary screen, biochemical, fluorogenic H-Leu-NHMec substrate, 1536-well (AID 1619); one-dose inhibition, % at 30 µM; IC50 in µM for titrated hits; 220,000 tested, 0.38% active; recombinant M17LAP, H-Leu-NHMec fluorogenic kinetic assay; higher % means a stronger effect;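 active means compound inhibiting the enzyme by more than half at any dose during confirmatory dose-response retesting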;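 further: plate controls were full reaction with DMSO carrier for no effect and no enzyme background for full effect; strong numbers were not always called active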
Dynein transport – blocks dynein driven cargo transport along microtubules. 3617.4 mouse cells, GR-EGFP nuclear translocation imaging; test concentration mostly 20 µM; stimulated with dexamethasone, 1 µM; stronger effect = lower value. z-score, hits read low. 220,000 tested, 0.47% active;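 active means plate z-score of nuclear minus cytoplasmic receptor signal below a set negative limit, without overly bright fluorescence or cell loss, cut at about -3.5 in these data, passing the limit was not always enough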;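 further: z-score of nuclear minus cytoplasmic ring GR-EGFP intensity difference per well; some compounds called inactive have numbers as strong as hits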
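medium = tetracycline-free induction medium containing charcoal-stripped FBS | probe or stimulus = dexamethasone, 1.0 µM final | timing = 48 h induction, then 1 h compound, then 30 min agonist, 37 °C | detection = automated 10x imaging of fixed Hoechst-stained cells | read-out basis = nuclear versus cytoplasmic GR-EGFP signal, averaged per well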
Yfh1-depleted yeast – enhancers of respiration in Yfh1-depleted yeast, dose response, Friedreich's ataxia, plus single-dose screen (AID 1465) | one-dose fold induction at 50 µM; EC50 in µM for titrated hits | 220,000 tested, 0.074% active | S. cerevisiae Yfh1-off respiration, WST-1 reduction, 72 h; higher fold induction means a stronger effect;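 active means fold induction of absorbance versus untreated yeast above a set limit, then at least 30% activation at any dose in follow-up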;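 further: activators that raise dye reduction in frataxin-depleted yeast; strong numbers were not always called active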
WT yeast gro inh mutant strain – recorded beside WT yeast gro inh, whose call it bears; inhibition, %; mitochondrial fusion phenotypic screen, mutant strain inhibition
Dynein transport cytoplasmic EGFP – also measured in Dynein transport; calls as there; z-score; measured here: cytoplasmic GR-EGFP intensity; stronger effect = higher value
Dynein transport nuclear GR-EGFP – second read-out of Dynein transport, no call of its own (marks repeat the call); z-score; measured here: nuclear GR-EGFP intensity;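 lower value marks the stronger effect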
Dynein transport cell count – further read-out of Dynein transport, marked with its call; z-score; measured here: cell count per field
b-catenin transl cell count 5 µM – second read-out of b-catenin transl, no call of its own (marks repeat the call); cell count; measured here: cell count, cytotoxicity flag
T cell HTS vesicle-bound % – also measured in T cell HTS; calls as there; double positive events, %; measured here: CD8+ vesicle-bound cell fraction;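 binding gate set so that unloaded-vesicle control wells show 10% double positive cells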
MT stabilizer Hoechst-high % – second read-out of MT stabilizer, no call of its own (marks repeat the call); % Hoechst-high responders; measured here: nuclear condensation Hoechst responders;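 share of cells brighter than vehicle mean plus two SD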
MT stabilizer cytotoxicity % – second read-out of MT stabilizer, no call of its own (marks repeat the call); toxicity, %; measured here: cytotoxicity by cell density;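 0% = mean cell density of plate MIN control wells and 100% = no cells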
Autophagy mod cell loss 18 h – recorded beside Autophagy mod, whose call it bears; toxicity, %; measured here: cell loss, nuclei count;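 cell loss after 18 h compound exposure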
Numbers without * were called inactive; i = inactive; / = not tested or not shown.

SMILES	T cell HTS	T cell HTS vesicle-bound %	b-catenin transl	b-catenin transl cell count 5 µM	MT stabilizer	MT stabilizer Hoechst-high %	MT stabilizer cytotoxicity %	Autophagy mod	Autophagy mod cell loss 18 h	WT yeast gro inh	WT yeast gro inh mutant strain	M1AAP inhibition	P. falciparum M17LAP	Dynein transport	Dynein transport cytoplasmic EGFP	Dynein transport nuclear GR-EGFP	Dynein transport cell count	Yfh1-depleted yeast
COc1ccc(NS(=O)(=O)c2ccc(N)c(C(=O)O)c2)cc1	i	3.3	-6.3	1055	7.7	2.0	0.7	i	12.2	-7.5	0.1	4.9%	35.0%	0.29	-0.177	0.145	-0.294	i
CCOC(=O)N1CCN(C(=O)CNCc2cccs2)CC1	i	14.7	/	/	2.6	1.8	6.4	i	9.3	8.2	-2.7	-1.1%	13.1%	-0.232	-0.228	-0.247	0.602	i
CCc1ccc(C(=O)/C=C/Nc2ccc(S(=O)(=O)Nc3onc(C)c3C)cc2)cc1	i	57.1	1.8	977	4.0	2.8	11.1	i	-6.8	-15.8	16.2	14.4%	0.6%	-0.33	-0.228	0.00383	0.287	i
Cc1ccc(C(=O)CSc2nnnn2Cc2ccccc2)cc1C	i	29.2	-0.4	1344	/	/	/	/	/	/	/	6.5%	1.0%	-0.686	-0.72	-0.188	-0.0492	i
CCOC(=O)CSc1nnc(-c2ccccc2NC(=O)c2ccccc2)o1	i	34.5	/	/	1.9	1.4	4.3	i	4.2	1.1	-3.5	0.3%	8.6%	-0.31	-0.44	-0.14	0.468	i
Cn1c(-c2cccs2)nc2ccccc21	i	38.3	0.3	636	1.4	1.5	17.5	i	5.8	-0.1	7.1	0.7%	-3.4%	0.592	0.637	1.27	-1.93	i
CCc1ccc(OCc2nnc(SCC(=O)NCc3ccco3)o2)cc1	i	34.8	-0.9	1074	4.4	3.3	7.2	i	8.5	19.1	8.7	4.6%	0.8%	-0.541	-0.353	-0.146	0.302	i
CC1CN(C(=O)N2c3ccccc3Sc3ccccc32)CC(C)O1 (stereo unspecified)	i	44.3	-1.0	872	2.8	2.1	9.9	i	16.9	51.1	-14.2	2.9%	4.9%	-0.355	-0.276	-0.46	0.234	i
CCc1ccc(N2C(=O)c3cc(N4CCOCC4)c([N+](=O)[O-])cc3C2=O)cc1	i	42.9	-3.1	541	2.1	1.9	3.8	i	-2.4	11.5	2.5	7.8%	-7.1%	-0.0989	0.371	0.135	-0.568	i
CCOc1ccc(Nc2oc(-c3ccccc3Cl)nc2C#N)cc1	i	49.1	12.4	1100	10.8	2.8	12.9	i	-2.7	5.4	15.6	4.3%	3.6%	0.193	-0.206	0.733	0.579	i
Cc1cccc(-c2ncc(S(=O)(=O)C(C)(C)C)c(N)n2)c1	i	44.0	-0.7	1328	/	/	/	/	/	/	/	-3.0%	-1.4%	-0.462	-0.152	-0.553	-4.71	i
O=C(Nc1cccc2ccccc12)c1nn(C23CC4CC(CC(C4)C2)C3)cc1[N+](=O)[O-]	i	5.3	-1.9	1351	3.8	2.4	0.0	i	-24.5	11.2	-7.4	9.9%	-5.3%	0.386	-0.04	0.673	-0.0235	i
O=C(NCc1ccco1)C1CCN(S(=O)(=O)N2CCOCC2)CC1	i	11.2	3.0	1348	4.7	2.8	1.5	i	-2.7	8.0	2.2	5.4%	-11.1%	0.0718	-0.215	0.307	-0.229	i
CCc1[nH]nc2c1C(c1ccc(C)o1)C(C#N)=C(N)O2 (stereo unspecified)	i	42.3	0.4	1607	1.9	2.0	7.4	i	11.1	-16.5	7.7	5.8%	-2.9%	-0.0133	-0.251	0.0981	0.317	i
CC(C)CC(C(=O)N1CCOCC1)N1Cc2ccccc2C1=O (stereo unspecified)	i	6.7	-2.8	1076	1.8	1.9	3.2	i	-1.8	1.6	17.8	3.0%	8.1%	1.32	-0.0423	0.872	-1.99	i
CCOC(=O)C1=C(C)N(C)C(=S)NC1c1c(OCC)ccc2ccccc12 (stereo unspecified)	i	35.8	0.5	1514	3.8	2.7	5.2	i	-0.9	18.5	9.4	-2.4%	12.6%	-0.958	-0.193	-0.866	0.244	i
O=C(COC(=O)CCCN1C(=O)c2cccc3cccc(c23)C1=O)Nc1ccc(Cl)cc1	i	60.2	3.4	1045	3.3	1.8	5.4	i	-3.1	14.9	-7.0	11.1%	3.8%	-0.693	-0.243	-0.3	0.28	i
COc1ccc(N2CCN(C(=O)CSc3ccc([N+](=O)[O-])cc3)CC2)cc1	i	50.2	-1.0	1065	3.4	2.3	10.6	i	-12.4	1.1	-37.2	7.1%	-6.2%	0.314	-0.116	0.0602	-1	i
COc1ccccc1NC(=O)N(Cc1ccco1)Cc1cc2cc(C)cc(C)c2[nH]c1=O	i	58.2	32.8	622	26.0*	15.6*	60.3*	i	9.7	27.9	13.8	5.2%	6.9%	1.77	-0.14	1.37	-0.999	i
C(=N/N1CCN(c2ccccc2)CC1)/c1cccs1	/	/	1.0	1003	2.8	1.9	7.8	i	8.8	-15.8	-4.2	1.2%	0.0%	-0.257	-0.187	-0.401	0.127	i
Cc1ccc(-c2nc(NC(=O)CSc3nnc(C)s3)ns2)cc1	i	37.5	/	/	2.9	3.9	9.9	i	1.0	5.1	-3.1	4.0%	6.3%	-0.319	-0.277	-0.0399	0.319	i
CC(C(=O)N1CCN(C2c3ccccc3-c3ccccc32)CC1)N1C(=O)c2ccccc2C1=O (stereo unspecified)	i	2.3	/	/	4.1	2.3	5.0	i	19.3	42.7	-9.8	2.0%	2.7%	-0.697	-0.23	-0.0572	0.692	i
COC1CCN(C(=O)c2ccc(OC3CCN(Cc4ccccn4)CC3)cc2)CC1	i	13.3	-4.9	1039	5.4	1.7	1.7	i	9.5	22.7	9.8	-1.2%	0.9%	-0.777	-0.303	-0.184	0.497	i
O=C(Cn1nnc(-c2ccccc2F)n1)NCCc1ccccc1	i	0.0	/	/	2.4	2.7	3.7	i	3.7	2.6	-0.9	11.3%	3.9%	0.545	-0.251	0.466	-0.0992	i

Next part; the last two above are carried over.
SMILES	T cell HTS	T cell HTS vesicle-bound %	b-catenin transl	b-catenin transl cell count 5 µM	MT stabilizer	MT stabilizer Hoechst-high %	MT stabilizer cytotoxicity %	Autophagy mod	Autophagy mod cell loss 18 h	WT yeast gro inh	WT yeast gro inh mutant strain	M1AAP inhibition	P. falciparum M17LAP	Dynein transport	Dynein transport cytoplasmic EGFP	Dynein transport nuclear GR-EGFP	Dynein transport cell count	Yfh1-depleted yeast
COC1CCN(C(=O)c2ccc(OC3CCN(Cc4ccccn4)CC3)cc2)CC1	i	13.3	-4.9	1039	5.4	1.7	1.7	i	9.5	22.7	9.8	-1.2%	0.9%	-0.777	-0.303	-0.184	0.497	i
O=C(Cn1nnc(-c2ccccc2F)n1)NCCc1ccccc1	i	0.0	/	/	2.4	2.7	3.7	i	3.7	2.6	-0.9	11.3%	3.9%	0.545	-0.251	0.466	-0.0992	i
O=S(=O)(Nc1ccccn1)c1ccc(Oc2ccccc2)cc1	i	10.5	/	/	2.8	1.9	7.5	i	7.0	-2.9	-10.4	5.3%	10.3%	0.292	-0.174	0.392	-0.823	i
C=CCn1c(-c2ccc(S(=O)(=O)N3CCOCC3)cc2)csc1=Nc1ccccc1	i	8.8	-1.4	1365	2.4	1.1	2.2	i	10.5	15.6	2.6	9.2%	13.1%	-0.492	-0.173	-0.452	0.29	i
OCCNCCCOc1cc(Cl)ccc1Cl	i	26.5	-0.1	1118	1.4	2.2	8.6	i	4.7	-0.6	11.9	-0.9%	3.4%	0.681	-0.0178	0.643	-2.05	i
Cc1cc(Cl)ccc1NC(=S)NCc1ccc(Cl)cc1	i	35.4	-0.6	1068	1.8	1.6	5.8	i	-24.7	13.9	-2.5	-2.0%	-6.3%	0.505	-0.132	-0.0766	-0.149	i
O=C(NCCN1CCOCC1)[C@H](Cc1ccccc1)N1C(=O)c2ccccc2C1=O	i	22.8	-2.9	1233	1.3	1.7	4.7	i	2.9	7.2	15.2	-5.2%	1.8%	-0.0582	-0.176	-0.22	0.382	i
Cc1noc(/C=C/N(C)C)c1S(=O)(=O)N1CCCC(C(=O)NCc2ccc(Cl)cc2)C1 (stereo unspecified)	i	50.5	-1.0	1466	4.5	3.2	3.8	i	10.8	-8.8	-34.8	12.0%	1.7%	-0.242	0.0705	0.173	0.309	i
COc1cc(/C=C2\SC(=N)N(c3ccc(F)cc3)C2=O)ccc1O	i	39.7	2.4	1042	10.3*	8.8*	11.7*	i	14.9	3.2	3.8	10.4%	6.0%	-0.704	-0.199	-0.289	-0.0123	i
CC(C)c1ccc(NC(=O)COC(=O)/C=C/c2cccc(Br)c2)cc1	i	39.1	-1.2	1036	3.9	2.0	5.9	i	15.8	0.3	-4.7	0.3%	2.9%	-1.38	-0.299	-0.963	1.87	i
c1ccc(C2=Nc3cccc4cccc(c34)N2)cc1	i	42.1	1.3	1183	4.6	2.3	9.9	i	32.6	20.6	29.0	2.1%	12.0%	0.0493	-0.289	0.3	0.0169	i
CCC1(C)N=C(N)Nc2nc3cc(C)c(C)cc3n21 (stereo unspecified)	i	43.5	0.1	1321	/	/	/	/	/	/	/	4.9%	-1.9%	-0.196	-0.301	-0.225	0.802	i
